Screening data as filed in PubChem.
TDP2 inh: blocks human TDP2 phosphodiesterase activity. O95551. recombinant TDP2, T5PNP hydrolysis, p-nitrophenol absorbance 415 nm. inhibition, % at 12.8 µM. 0.34% of 370,000 active. AID 720702;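 active means inhibition above the mean of all tested compounds plus 3 SD, set per campaign, cut at about 25% in these data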;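 further: 0% = DMSO with enzyme and 100% = buffer with substrate but no TDP2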
Target sequence (O95551 whole entry, looked up): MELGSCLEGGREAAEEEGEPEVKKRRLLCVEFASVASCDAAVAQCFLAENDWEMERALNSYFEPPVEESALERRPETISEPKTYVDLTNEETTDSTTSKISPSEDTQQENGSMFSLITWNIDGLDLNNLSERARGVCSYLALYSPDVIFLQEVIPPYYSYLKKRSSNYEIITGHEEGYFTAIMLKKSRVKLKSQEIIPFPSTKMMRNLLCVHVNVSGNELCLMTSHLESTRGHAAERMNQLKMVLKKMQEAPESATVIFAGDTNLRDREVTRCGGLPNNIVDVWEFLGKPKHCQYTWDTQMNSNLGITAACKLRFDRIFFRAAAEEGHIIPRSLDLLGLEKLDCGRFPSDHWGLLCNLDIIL
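Test system: human TDP2 enzyme; Input: 120 nM TDP2 per well; Buffer or medium: Mg2+-containing Tris-HCl buffer, pH 7.5; Reagent: 5 mM T5PNP; Dosing: 12.8 µM single point, 1% DMSO; Incubation: reaction 2 h, 37 °C; Detection: p-Nitrophenol epi absorbance; Read-out: % inhibition relative to enzyme-containing and enzyme-free wells; Replicates: single well per compound.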
ADAM17 inh: ADAM17 inhibition, QFRET primary screen; inhibition, % at 6.95 µM; recombinant ADAM17, EDANS/DABCYL FRET peptide cleavage; 0.83% of 370,000 active; P78536;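 active means inhibition above the mean of compounds lying between control limits plus 3 SD, set per campaign, cut at about 8.5% in these data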;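 further: 0% = DMSO-only wells as the low control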
LEDGF integ inh: blocks HIV-1 LEDGF/p75-dependent DNA integration | TR-FRET IN-LEDGF/p75 DNA integration, Eu/Cy5 | inhibition, % at 3.7 µM | 0.64% of 370,000 active | AID 743269;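 active means inhibition above the screen-wide mean plus 3 SD, cut at about 13% in these data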;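 further: signal is the Cy5 over europium emission ratio at 671 and 618 nm; 0% = plate median of compound wells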
PLC-gamma1 inh: blocks human PLC-gamma1 enzyme activity; purified PLC-gamma1, fluorogenic substrate, fluorescence; inhibition, % at 12.2 µM; 0.84% of 370,000 active; AID 720700; in the data active means inhibition above about 9.5%
ARFGAP1 inhibitor: inhibitors of rat ARFGAP1. inhibition, % at 16.5 µM. Arfgap1-stimulated ARF1 GTP hydrolysis, GDP FP detection. AID 651572. Q62848. 0.26% of 360,000 active;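 active means inhibition above a per-plate limit, mean inhibition of low control wells plus 3 SD, cut at about 25% in these data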;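 further: 0% = DMSO wells with enzyme and 100% = wells lacking Arfgap1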
Target sequence (Q62848 1-136 limits assumed): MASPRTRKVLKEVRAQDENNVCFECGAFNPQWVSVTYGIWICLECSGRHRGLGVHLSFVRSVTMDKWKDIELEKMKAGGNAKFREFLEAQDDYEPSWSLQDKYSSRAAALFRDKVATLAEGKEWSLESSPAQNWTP
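Material: truncated rat Arfgap1 GAP domain; Incubation: compound-enzyme preincubation 20 min, reaction 120 min, detection 60 min, 25 °C; Read-out: percent inhibition of Arfgap1-stimulated GTP hydrolysis; Technique: FP, GDP Alexa 633 tracer displaced from anti-GDP antibody, 620/688 nm; Controls: No-Arfgap1 wells (100%) versus DMSO full-reaction wells (0%); Replication: single well per compound.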
ADAM10 inh: inhibits human ADAM10. O14672. recombinant ADAM10, EDANS/DABCYL FRET peptide cleavage, 3 h. inhibition, % at 7 µM. 0.62% of 370,000 active. AID 720582;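 active means inhibition above a per-campaign cutoff equal to the mean of compounds falling between control-based bounds plus 3 SD, cut at about 20% in these data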;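 further: 0% = DMSO wells while the 100% control is not disclosed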
ASAP1 GAP inh: blocks human ASAP1-stimulated Arf1 GTP hydrolysis; Q9ULH1; 0.19% of 360,000 active; GDP FP detection; inhibition, % at 16.5 µM; in the data active means inhibition above about 25%;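 further: 0% = vehicle with enzyme and substrate and 100% = no enzyme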
KLK7 zymogen act: proKLK7 (human) activation, primary screen | activation, % at 7 µM | P49862 | purified proKLK7, EDANS-DABCYL substrate fluorescence; 100% is mature enzyme control, 0% vehicle | 0.9% of 370,000 active;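 active means activation above the mean of all tested compounds plus 3 SD, computed per campaign excluding outliers beyond control limits, cut at about 13% in these data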
Target sequence (P49862 whole entry, looked up): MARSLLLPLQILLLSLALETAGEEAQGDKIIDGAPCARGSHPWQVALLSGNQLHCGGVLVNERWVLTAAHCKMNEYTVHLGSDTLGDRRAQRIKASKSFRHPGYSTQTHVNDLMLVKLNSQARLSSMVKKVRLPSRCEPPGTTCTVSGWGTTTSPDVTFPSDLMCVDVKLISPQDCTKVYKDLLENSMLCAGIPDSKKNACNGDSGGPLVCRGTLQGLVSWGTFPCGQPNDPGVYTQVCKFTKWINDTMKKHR
DDE Tn7 FP inh: disrupts Tn7 cyclic peptide binding to fibrin D-Dimer-E complex | FP displacement of FITC-Tn7 peptide from fibrin DD(E); 0% = median of compound wells per plate | inhibition, % at 8.3 µM | 0.13% of 370,000 active;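 active means inhibition above the mean of compounds falling within the control limits plus 3 SD of them, cut at about 14% in these data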;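 further: 0% = plate median of compound wells and 100% = 10 µM Aha-Tn7 peptide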
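Measure: % inhibition scaled between sample-field median and high-control FP; Test system: human fibrin DD(E); Quantity: 2 µM final DD(E) protein; Doses: one dose, 8.3 µM nominal; Schedule: compound with protein 10 min, then 3 h after probe, room temperature; Detection: fluorescence polarization; Medium: Tris buffer with calcium and detergent, pH 7.8.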
DDE Tn6 FP inh: disrupts Tn6 cyclic peptide binding to fibrin D-Dimer-E complex; Fibrin DD(E) TRITC-Tn6 fluorescence polarization displacement; P02675; inhibition, % at 8.3 µM; AID 720509; 0.21% of 370,000 active;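 active means inhibition above a per-campaign cutoff: mean of compounds within control limits plus 3 SD, cut at about 15% in these data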;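 further: 0% = median of all compound wells on the plate and 100% = blocking peptide control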
Starred values were filed as active, the others as inactive; . = not tested or not shown; & = joins results of further samples.

SMILES	TDP2 inh	ADAM17 inh	LEDGF integ inh	PLC-gamma1 inh	ARFGAP1 inhibitor	ADAM10 inh	ASAP1 GAP inh	KLK7 zymogen act	DDE Tn7 FP inh	DDE Tn6 FP inh
CCOC(=O)C1(C)CCCN(C(=O)c2cccs2)C1 (configuration not stated)	-12	2	8	0	12	4	-16	-0.6	-9	-2
CC(C)C(C#CC1CC1)N(Cc1ccc2c(c1)OCO2)C(N)=NC(=O)/C=C/c1ccccc1 (configuration not stated)	-6	3	-4	-1	.	5	.	0.7	3	-3
COc1cccc(CNC(=O)[C@H]2CCCN2C(=O)[C@H]2CCCN2C(=O)c2ccc(C)c(C)c2)c1	5	-2	2	3	-8	1	2	0.2	-13	1
O=C(NCCN1CCOCC1)c1ccc2c(c1)N(Cc1ccccc1)C(=O)CS2	9	-3	-4	1	-13	0	12	0.4	5	1
CCOC(=O)c1cnn(-c2ccc(C(F)(F)F)cn2)c1N	-6	4	-2	4	9	-4	1	0.5	-1	5
O=C(CSCc1ccc(Cl)cc1)NN=C1CCCCCC1	-1	3	-1	-1	6	10	2	0.3	2	9
CCOC(=O)CCn1nc(-c2ccc(C)cc2)c2ccccc2c1=O	-7	-1	-3	-1	-14	0	-7	0.2	9	3
Nc1nnc(Cc2ccc(Cl)cc2)s1	-2	-3	1	1	-3	0	-9	0.5	1	-3
COc1ccc(CC(C)NCC(O)c2ccc(O)c(NC=O)c2)cc1 (configuration not stated)	3&-9	-2&1	-7&-1	-2&-2	9&4	-6&6	-4&2	1.2&0.1	-4&1	-2&-1
CC(=O)Nc1ccc(N/C=C(\C#N)S(=O)(=O)c2ccc(Cl)cc2)cc1	9	-2	3	-32	2	6	0	6.0	2	-3
CCN(Cc1nc(-c2cccc(C)c2)no1)C(=O)c1ccc2c(c1)OCO2	2	0	0	0	10	8	-10	0.7	-10	1
COc1ccc2c(c1)C1(Nc3ccccc3C(=O)N1c1ccccc1)C(=O)N2 (configuration not stated)	-3	-9	-2	-7	19	-13	-6	0.1	4	-5

2 entries picked at random from the list so far, as already listed:
SMILES	TDP2 inh	ADAM17 inh	LEDGF integ inh	PLC-gamma1 inh	ARFGAP1 inhibitor	ADAM10 inh	ASAP1 GAP inh	KLK7 zymogen act	DDE Tn7 FP inh	DDE Tn6 FP inh
COc1ccc(CC(C)NCC(O)c2ccc(O)c(NC=O)c2)cc1 (configuration not stated)	3&-9	-2&1	-7&-1	-2&-2	9&4	-6&6	-4&2	1.2&0.1	-4&1	-2&-1
CCN(Cc1nc(-c2cccc(C)c2)no1)C(=O)c1ccc2c(c1)OCO2	2	0	0	0	10	8	-10	0.7	-10	1

Of the compounds above, these have sulfur:
SMILES	TDP2 inh	ADAM17 inh	LEDGF integ inh	PLC-gamma1 inh	ARFGAP1 inhibitor	ADAM10 inh	ASAP1 GAP inh	KLK7 zymogen act	DDE Tn7 FP inh	DDE Tn6 FP inh
CCOC(=O)C1(C)CCCN(C(=O)c2cccs2)C1 (configuration not stated)	-12	2	8	0	12	4	-16	-0.6	-9	-2
O=C(NCCN1CCOCC1)c1ccc2c(c1)N(Cc1ccccc1)C(=O)CS2	9	-3	-4	1	-13	0	12	0.4	5	1
O=C(CSCc1ccc(Cl)cc1)NN=C1CCCCCC1	-1	3	-1	-1	6	10	2	0.3	2	9
Nc1nnc(Cc2ccc(Cl)cc2)s1	-2	-3	1	1	-3	0	-9	0.5	1	-3
CC(=O)Nc1ccc(N/C=C(\C#N)S(=O)(=O)c2ccc(Cl)cc2)cc1	9	-2	3	-32	2	6	0	6.0	2	-3

Continuation:
SMILES	TDP2 inh	ADAM17 inh	LEDGF integ inh	PLC-gamma1 inh	ARFGAP1 inhibitor	ADAM10 inh	ASAP1 GAP inh	KLK7 zymogen act	DDE Tn7 FP inh	DDE Tn6 FP inh
CCn1c(SCC(=O)O)nnc1-c1ccc2[nH]c(C)c(C)c2c1	4	-1	0	-53	-2	-8	14	1.0	-5	4
CSc1cccc(NC(=O)C2CCCN(S(=O)(=O)c3cccs3)C2)c1 (configuration not stated)	15	1	1	3	5	13	-9	0.8	7	-1
Cc1nn(C)c(C(=O)NNC(=O)Nc2cccc(C(F)(F)F)c2)c1Cl	-1	2	-1	-1	5	1	6	-0.3	-1	9
COc1ccc(Cc2nnc(SCC(=O)N(C)CC(=O)Nc3ccc(C)cc3)o2)cc1	10	-4	-4	1	6	-5	-1	0.3	4	-1
Cc1ccc(S(=O)(=O)N2CCC(n3nnc4cc(C)ccc43)CC2)cc1	5	-2	-3	2	10	-5	-5	-0.3	-6	-3
CC(=O)Oc1c(C)c2c3c(c1OC(C)=O)[C@@H](C)CC[C@@H]3[C@@H](C)C[C@H]2C=C(C)C	-10	-2	2	-4	0	-5	-2	0.2	-1	-3
Cc1nnc(NC(=O)c2cc3ccccc3o2)s1	0	6	-1	-2	-6	3	6	0.0	1	2
O=C(CSc1nc2ccccc2n1CCc1ccccc1)c1ccc(O)c(O)c1	-10	-1	32*	4	-6	2	-3	0.2	-1	-2
O=C(/C=C/c1ccccc1)NCCSCc1ccccc1Cl	0	1	0	2	8	10	-1	-0.3	1	-1
Cc1nn(-c2ccccc2)c(C)c1/C=N/NC(=O)c1cc(C2CC2)[nH]n1	-1	-2	-1	-1	-4	2	-5	-0.6	2	1
CCn1cc(C(=O)O)c(=O)c2cc(F)c(N3CCN(C(=S)NC(=O)c4c(OC)cccc4OC)CC3)cc21	-12	-3	4	-5	-13	-8	9	0.1	-9	-2
Cc1occc1-c1nnc(SCC(=O)Nc2ccc3c(c2)OCO3)n1CC1CCCO1 (configuration not stated)	7	-4	-1	0	15	-1	2	0.3	-2	-3
Cc1ccc(S(=O)(=O)N2CCOC2CNC(=O)C(=O)NCc2ccccc2)cc1 (configuration not stated)	-25	7	4	3	4	0	-8	0.1	-4	5
C(=N\N1CCN(Cc2cccc3ccccc23)CC1)/c1cccnc1	11	0	-3	1	-1	-2	9	-0.2	2	3
Cc1cc(C(=O)CSc2nnnn2C)c(C)n1CCc1ccc(F)cc1	-2	-3	-5	1	-4	-9	-8	0.1	3	3
OC(COCC1COc2ccccc2O1)CN1CCCCC1 (configuration not stated)	-4	-4	-1	-2	4	1	-3	-0.1	0	-1
N/C(=N\OC(=O)c1ccc2c(c1)OCO2)c1ccc(Br)cc1	3	-1	-1	-1	1	3	2	0.5	6	7
CCOC(=O)N(C)c1c(CC)nc2c(OCc3cccc(Cl)c3)cccn12	6	-4	-2	-2	3	-12	12	0.7	4	-5
O=C(Nc1cnc2ccccc2c1)c1ccco1	-2	-2	-3	1	13	-12	-12	0.0	-3	2
CCCCOCCCNC(=O)C[C@@H]1C[C@@]2(C(=O)OC)CC(C)(C)CC=C2N(Cc2cccc3ccccc23)C1=O	-10	13*	0	6	4	22*	7	0.0	-3	9
Cc1ccc(C)c(NC(=O)CN(C)C(=O)c2ccccn2)c1	-1	-1	1	2	7	-22	4	-0.5	4	9
CCOC(=O)C1CCN(C(=O)c2cc(S(=O)(=O)N3CCOCC3)c(Cl)cc2Cl)CC1	-19	5	1	4	-2	3	11	0.4	-5	0
CCCC1CCC2(CCCN2CCOC(=O)NCc2ccccc2)CC1 (configuration not stated)	-2	-7	0	2	.	-9	.	.	3	0
Cc1ccc(C(=O)NCc2ccccc2CN2CCCC2)cc1S(=O)(=O)N1CCOCC1	4	0	0	-2	1	-13	-11	0.0	4	-2
O=C(CSC(=S)N1CCCC1)NCC(=O)Nc1ccccc1Br	17	-3	2	0	4	0	2	0.7	-3	0
O=C(C1CC(=O)N(C2CCCC2)C1)N1CCC(Cc2ccccc2)CC1 (configuration not stated)	-9	1	1	2	-5	12	-4	0.0	-2	-1
COc1ccccc1/C=C(/C(=O)OCC(=O)N(C)Cc1ccccc1)c1ccccc1	7	4	-2	3	5	7	-3	0.0	2	-9
CCOc1cc(S(=O)(=O)NCC2CCCO2)ccc1F (configuration not stated)	-2	0	-2	-2	1	4	16	0.1	-3	6
O=C(c1cccc(Br)c1)N1CCN(C(=O)N2CCCCC2)CC1	-23	-3	1	0	15	0	11	0.4	-4	0
COc1cccc(NC(=O)N2CCCC(C(=O)Nc3ccccc3OC)C2)c1 (configuration not stated)	2	-1	5	6	4	2	-5	0.3	-1	10
O=C(N/N=C\CCc1ccccc1)c1ccco1	-3	-1	1	-3	-1	-15	-9	-0.7	-5	-5
COc1ccc(NC(=O)/C(C#N)=C/C=C/c2ccco2)cc1	-12	-1	8	-8	-9	-4	12	-0.2	-3	-2
c1ccc(NN(Cc2ccccn2)c2ccccc2)cc1	10	-3	-6	2	3	-10	8	-0.7	11	2
CN(C)CCCNC(=O)C(=O)NCC(c1cccs1)S(=O)(=O)c1ccc(F)cc1 (configuration not stated)	2	6	-5	4	3	-15	11	0.6	0	0
O=C(Nc1ccccc1N1CCCCC1)C1CCN(S(=O)(=O)c2cccc(C(F)(F)F)c2)CC1	0	2	2	-4	13	4	-1	0.5	-5	-9
O=C(NCCN1CCCCC1)/C(=N\O)c1ccccc1	-8	-1	-3	0	3	2	-4	0.2	7	1
CCCC(C(=O)N1CCOCC1)N1C(=O)C2C3C=CC(C3)C2C1=O (configuration not stated)	-3	1	4	1	1	6	-5	-0.2	-8	6
C(=NOCc1ccccc1)c1ccccn1	-16	8	3	1	-1	11	-9	-0.5	-5	6
Cc1ccnc(SCC(=O)c2ccc([N+](=O)[O-])cc2)n1	8	-2	-2	4	3	-9	-5	0.2	0	-1
O=C(Nc1ccc2c(c1)OCCO2)c1ccoc1	10	-4	-3	0	5	1	-3	0.1	-8	1
C=CCOc1nc2c(c(=O)n(C)c(=O)n2C)n1Cc1c(Cl)cccc1Cl	-4	-6	1	1	3	-11	-23	-0.2	2	2
CCc1nnc(NC(=O)c2ccc(S(=O)(=O)N3CCCC(C)C3)cc2)o1 (configuration not stated)	-10	6	-3	3	9	2	9	0.3	-4	-6
CCOc1ccc(C(CC(=O)O)NC(=O)CCCOc2ccc(Cl)cc2C)cc1 (configuration not stated)	4	0	3	-2	14	2	5	-0.1	-5	-6
COc1ccc(CNCc2cccc3ccccc23)cc1	9	-7	2	1	-4	4	-4	-0.3	9	-8
O=C(NCc1ccccc1)Nc1cccc2ccccc12	0	-8	-2	-4	-4	-21	3	-0.4	1	1
O=C(Cn1c(/C=C/c2ccccc2)nc2ccccc21)Nc1ccc(F)cc1	-10	-159	0	-366	4	-465	10	-55	-5	0
O=C(CCN1CCOCC1)Nc1ccc2c(c1)CCC2	10	-1	2	2	-12	-1	-18	-0.1	-2	-2
